RAM network inh – inhibitors of the yeast RAM network, primary screen, dse1pr::URA3 reporter, 5-FOA selection; S. cerevisiae dse1pr::URA3 reporter, 5-FOA growth OD615, 2 d; analog-sensitive cbk1-as2 kinase mutant strain; inhibition, % at 50 µM; actives 1.8% (n = 190,000);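 active means inhibition above a set limit, 3 SD over mean compound inhibition, cut at about 8.4% in these data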;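 further: 0% = DMSO-only wells with no growth and 100% = 10 µM 1-NA-PP1 full growth; inhibition rescues growth on 5-FOA so higher OD means more RAM inhibition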
Redox H2O2 prof – compounds producing H2O2 with reducing agent – biochemical, NIH compound library profiling, artefact control for MLSCN library redox annotation, primary screen | DTT-dependent redox cycling H2O2, phenol red/HRP absorbance; 100% = 100 µM peroxide control, 0% = buffer | activation, % at 10 µM | actives 0.03% (n = 200,000);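 active means activation of at least 50% relative to the plate's high and low controls in the primary single-dose screen; inactive means activation below 50%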;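 further: compound incubated with DTT at 0.8 mM final as the reducing agent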
S1P3 antagonist – S1P3 receptor antagonists, primary screen, cell-based. inhibition, % at 4.98 µM. AID 485, 2006. Sphingosine 1-phosphate receptor 3 (Homo sapiens), Q99500. actives 0.27% (n = 170,000). CHO S1P3 NFAT-BLA reporter, FRET fluorescence, antagonist mode;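 active means inhibition above the plate cutoff, the mean inhibition of test wells on that plate plus 3 SD, cut at about 28% in these data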;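 further: cells challenged with S1P at its EC80 of 0.8 µM; blue over green emission ratio from cleaved BLA substrate after 4 h stimulation; 0% = S1P-stimulated wells and 100% = unstimulated DMSO-only wells; some compounds past the cut are filed as inactive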
Target sequence (Q99500 whole entry, looked up): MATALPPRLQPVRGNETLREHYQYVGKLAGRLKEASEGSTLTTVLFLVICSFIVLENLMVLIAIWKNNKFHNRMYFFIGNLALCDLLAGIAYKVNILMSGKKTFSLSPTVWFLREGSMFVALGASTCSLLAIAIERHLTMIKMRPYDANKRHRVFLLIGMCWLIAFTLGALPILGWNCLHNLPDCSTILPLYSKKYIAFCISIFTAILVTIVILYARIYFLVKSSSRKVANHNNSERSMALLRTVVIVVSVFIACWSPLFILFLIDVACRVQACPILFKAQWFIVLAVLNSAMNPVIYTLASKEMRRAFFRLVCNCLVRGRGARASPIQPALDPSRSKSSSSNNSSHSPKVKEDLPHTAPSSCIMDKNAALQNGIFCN
PMI activator – activators of human PMI, primary screen, biochemical, fluorescence intensity, near-Km mannose 6-phosphate; purified human PMI, coupled resazurin fluorescence, 20 min; active compounds read high; 1 = vehicle control, 0 substrate-free wells; activation factor at 20 µM; actives 0.005% (n = 190,000); AID 1214, 2008;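 active means activation factor of 2 or more at 20 µM, relative to plate controls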
Target sequence (P34949 whole entry, looked up): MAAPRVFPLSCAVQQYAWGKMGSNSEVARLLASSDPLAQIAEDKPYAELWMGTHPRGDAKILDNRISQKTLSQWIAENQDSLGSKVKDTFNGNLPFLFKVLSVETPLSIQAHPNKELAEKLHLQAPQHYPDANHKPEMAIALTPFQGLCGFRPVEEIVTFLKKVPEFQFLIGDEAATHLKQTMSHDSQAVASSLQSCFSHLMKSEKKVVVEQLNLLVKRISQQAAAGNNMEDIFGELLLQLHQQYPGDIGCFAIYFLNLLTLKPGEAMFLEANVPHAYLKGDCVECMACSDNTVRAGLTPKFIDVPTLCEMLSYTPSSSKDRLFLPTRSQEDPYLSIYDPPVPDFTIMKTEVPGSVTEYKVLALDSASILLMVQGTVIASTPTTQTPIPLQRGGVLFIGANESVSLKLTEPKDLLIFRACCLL
Lmaj promast – Leishmania major promastigote growth inhibition, primary screen | Leishmania major promastigotes, resazurin fluorescence viability | inhibition, % at 10 µM | actives 9% (n = 200,000);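 further: promastigotes grown with compound for 44 hours at 28 °C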
TLR4 MyD88 comp – inhibitors of TLR4-MyD88 association in cells, primary screen, cell-based, HeLa CL3-4, BLA complementation, FRET ratio. Toll-like receptor 4 (Homo sapiens) + Myeloid differentiation primary response protein …. HeLa CL3-4 TLR4/MyD88 BLA complementation. inhibition, % at 8.4 µM. actives 0.18% (n = 200,000). AID 861, 2007; in the data active means inhibition above about 25%;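 further: 0% = vehicle and 100% = reference inhibitor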
Diaphorase act – compounds boosting diaphorase resazurin reduction – biochemical, uHTS, resorufin fluorescence, counter-screen for diaphorase-coupled primary assays, primary screen; Diaphorase/resazurin coupled assay, 16 min; active compounds read high; 1 = vehicle wells, 0 = NADH-free wells; activation factor at 20 µM; actives 0.005% (n = 190,000);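 active means diaphorase activity raised at least twofold by the compound at 20 µM; inactive means activation factor below 2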
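Material: Clostridium kluyveri diaphorase, purified enzyme; Quantity: enzyme 0.07 U/mL final; Medium: HEPES pH 7.4 buffer with MgCl2 and Tween 20; Dosing: single compound dose of 20 µM, 1% DMSO final; Schedule: 16 min reaction at room temperature; Measured by: red resorufin fluorescence at 544/590 nm excitation/emission.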
Hsp70 activator – Hsp70 transcriptional activators, primary screen, cell-based, HeLa, Hsp70 promoter luciferase, luminescence, 10 µM; actives 0.04% (n = 200,000); HeLa Hsp70 promoter luciferase reporter; scaled: vehicle 0, proteasome-inhibitor control 100%; AID 1203, 2008; activation, % at 10 µM;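 active means activation above the mean across all tested compounds plus 3 SD, cutoff set per campaign, cut at about 5.5% in these data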;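 further: 100% = MG132 at 30 µM as the positive control and 0% = DMSO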
G6PDH counter – L. mesenteroides G6PDH inhibitors, counter-screen for G6PDH-coupled screening assays, biochemical, Leuconostoc mesenteroides enzyme; glucose-6-phosphate dehydrogenase [Leuconostoc mesenteroides]; Purified L. mesenteroides G6PDH, diaphorase/resazurin coupled fluorescence, 45 min; inhibition, % at 5 µM; actives 0.12% (n = 200,000); AID 1020, 2008
PMI act satM6P – human PMI activators, high substrate, primary screen, biochemical, fluorescence intensity, near-saturating mannose 6-phosphate. Mannose-6-phosphate isomerase (Homo sapiens), P34949. coupled PMI enzyme assay, resazurin fluorescence, 20 min; active compounds read high; 1 = untreated enzyme, 0 = substrate-free blank. activation factor at 20 µM. actives 0.34% (n = 190,000). AID 1216, 2008;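 active means activation factor of 2 or more at 20 µM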
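Test system: Human PMI in coupled enzyme assay | Input: 15 ng/mL PMI | Medium: HEPES-buffered pH 7.4 with magnesium and detergent | Compound: One concentration, 20 µM, in 1% DMSO | Incubation: Enzyme reaction with compound 20 min at room temperature | Detection: Diaphorase-driven resazurin-to-resorufin fluorescence, excitation 544, emission 590 nm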
Diaph inh CS – diaphorase inhibitors and chemical oxidizers, primary screen, counter-screen for diaphorase-coupled primary assays, biochemical, uHTS, resorufin fluorescence; diaphorase resazurin-to-resorufin fluorescence, NADH, 16 min; bacterial (C. kluyveri) enzyme, not human; inhibition, % at 20 µM; actives 0.69% (n = 190,000); AID 1217, 2008;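 active means primary screen inhibition at 20 µM above a set limit, cut at about 50% in these data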;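 further: plate controls were DMSO with full reaction for no effect and wells lacking NADH for full effect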
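Assay system – diaphorase enzyme from Clostridium kluyveri · Amount – diaphorase 0.14 U/mL (working solution) · Times – reaction incubation of 16 min at room temperature · Controls – No-NADH positive control and DMSO neutral control · Signal – resorufin fluorescence 544/590 nm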
* hit, by the source's call; · = no result given. Unless noted, no stated cut-off is given here; in the data, active means inhibition above about 50%; inactive means the rest. Random draw from the library, and some 12% of all compounds hit somewhere here.

Order of results: G6PDH counter	PMI act satM6P	S1P3 antagonist	Lmaj promast	PMI activator	Redox H2O2 prof	TLR4 MyD88 comp	Diaphorase act	RAM network inh	Hsp70 activator	Diaph inh CS
COc1ccc(OC)c(/C=N/NC(=O)CSc2nnc(C)n2-c2ccccc2)c1
  7	1.1	·	0	1	-0.2	5	0.9	-0.1	-0.3	5
CC1CC(=O)Nc2ccccc2N1C(=O)CN1CCN(C=O)CC1 (stereo unspecified)
  0	0.9	-18	-9	1	-1.8	1	0.9	1.8	-0.2	12
COc1cc2[nH]c(=O)n(CCC(=O)N3CCc4ccccc4C3)c(=O)c2cc1OC
  5	1	·	1	1.1	0.1	0	0.9	2.8	-0.1	14
N#Cc1ccc(-c2ccc(F)cc2)nc1SCC(=O)Nc1sc2c(c1C#N)CCC2
  2	1	·	-4	1.1	-2.6	5	0.9	5.9	-0.2	13
CC(=O)NC1=NC(=O)CS1
  3	1.1	·	-8	1	0.4	10	0.9	0.0	0.1	9
c1ccc(-n2ncc3c(NCCN4CCCCC4)ncnc32)cc1
  4	1.1	-26	98*	1.1	-0.4	6	1	1.7	0.8	5
Cc1c(/C=C(\C#N)c2nn(-c3ccccc3)c(N)c2C#N)c2ccccc2n1Cc1ccc(F)cc1
  8	0.9	·	-1	0.9	0.1	6	0.9	3.0	-0.1	11
O=C(CSc1nnc(-c2ccccc2Cl)o1)Nc1ccccn1
  12	1	-21	1	1	-1.3	-9	0.9	5.8	0.1	12
Cc1cc2ccccn2c1C(=O)c1nc(N2CCOCC2)ncc1Cl
  5	0.9	·	6	0.9	-0.6	6	0.9	0.1	-0.2	12
COc1ccc(-c2[nH]c(-c3cc(OC)c4c(c3)OCO4)nc2-c2ccccc2)cc1
  -55	0.9	15	89*	0.9	0.1	-3	0.9	0.1	-0.4	15
COC(=O)N1CCN(c2ccc(C)c(C)c2)CC1
  4	1.1	-4	-7	1.1	7.5	-2	1.1	1.2	-0.1	-14
Cc1ccc(C)c(CN2CCCN(C(=O)Cn3ncc4c3-c3ccccc3OC4)C2)c1
  2	1	·	22	1	-1.0	-5	0.8	0.8	-0.2	15
O=c1cc(C23CC4CC(CC(C4)C2)C3)[nH][nH]1
  13	0.9	-27	-4	0.9	-0.2	1	1	0.3	1.3	1
O=S(=O)(Nc1ccc(Cc2ccncc2)cc1)c1ccc(Cl)cc1
  7	·	-14	18	·	0.2	8	·	-1.9	-0.3	·
CCC(C)Nc1ncnc2c1cnn2Cc1ccc(Cl)cc1 (stereo unspecified)
  -1	1.1	24	5	1	-3.9	-1	1	-0.7	-0.3	4

Remaining list, next part
Order of results: G6PDH counter	PMI act satM6P	S1P3 antagonist	Lmaj promast	PMI activator	Redox H2O2 prof	TLR4 MyD88 comp	Diaphorase act	RAM network inh	Hsp70 activator	Diaph inh CS
CN(C)c1nccc(Nc2ccccc2)c1C#N
  6	0.9	10	-1	0.9	1.4	3	0.7	0.1	0.1	26
COCCNc1oc(-c2ccccc2Cl)nc1C#N
  -1	1.1	-17	-5	1	0.6	3	1	0.3	-0.1	-1
Cc1nc2ccc(NC(=O)c3ccc(Cl)c(NC(=O)c4cccs4)c3)cc2s1
  3	0.8	·	39	0.8	1.8	5	0.8	0.9	0.1	18
Cn1nnnc1SCC(=O)Nc1ccccc1N1CCOCC1
  1	1.1	-6	-8	1.1	1.8	-6	0.9	2.1	-0.4	7
CC(=O)N/C(=C\c1ccccc1)C(=O)N1CCOCC1
  2	1	-11	-3	1.4	0.1	8	0.9	0.2	0.2	14
O=c1oc2ccccc2c(Nc2cccc3cccnc23)c1[N+](=O)[O-]
  17	0.7	-4	9	1.2	-1.1	-7	0.7	3.3	-0.3	29
CN1CCN(C(=O)CN(Cc2ccccc2)S(C)(=O)=O)CC1
  4	0.9	·	-6	1	0.2	6	0.9	1.0	-0.2	11
Cc1nnc(SCc2ccccc2CSc2nnc(C)s2)s1
  -7	1	2	5	1	-0.4	2	0.9	1.4	-0.3	8
COc1ccccc1C1/C(=C(/O)c2ccc(C)cc2)C(=O)C(=O)N1Cc1ccco1 (stereo unspecified)
  8	1	2	-2	0.9	0.7	-4	0.9	4.7	-0.3	13
Cc1cccc(NS(=O)(=O)c2cc(C(=O)N3CCc4ccccc4C3)ccc2Cl)c1C
  1	0.9	·	97*	1	0.9	2	0.7	5.8	-0.6	26
COc1ccc2c(c1)c1ncn(CCN3CCCC3)c(=O)c1n2C
  -2	1	-7	2	1	5.2	1	1	2.9	0.3	4
COc1ccccc1NC(=O)C(C/C=C(\C)Cl)C(C)=O (stereo unspecified)
  -4	1	·	-1	1	-1.2	-7	0.9	2.2	-0.3	8
CN1C(=O)c2cccc(NC(=O)C3CCCCC3)c2C1=O
  0	1	-12	-3	0.9	0.4	8	0.9	0.3	0.0	11
O=C(CN(Cc1cccs1)C(=O)CSc1nnc(COc2ccccc2)o1)NC1CCCC1
  0	1	3	14	0.8	-0.2	7	0.9	17*	0.1	11
COc1ccc(/C=N/NC(=O)C2C(=O)NCC2c2ccccc2)c(OC)c1 (stereo unspecified)
  -10	1	-10	-1	1	-0.1	-10	0.9	1.1	-0.3	6

The list continues.
Order of results: G6PDH counter	PMI act satM6P	S1P3 antagonist	Lmaj promast	PMI activator	Redox H2O2 prof	TLR4 MyD88 comp	Diaphorase act	RAM network inh	Hsp70 activator	Diaph inh CS
Cc1onc(-c2ccccc2Cl)c1C(=O)N1CCN(C/C=C/c2ccccc2)CC1
  6	1.1	31	11	1.1	0.5	-6	0.9	-0.9	-0.2	9
CCOC(=O)C1CCN(C(=S)Nc2cccc(C)c2)CC1
  -17	1	·	-5	1	-7.6	7	1	-0.8	-0.5	-1
COc1cc2c(cc1OC)C(C)N(C(=O)c1cc3c(s1)-c1ccccc1OC3)CC2 (stereo unspecified)
  17	0.9	-4	8	0.9	2.0	11	0.9	4.4	-0.1	14
O=C(Nc1ccc(S(=O)(=O)N2CCc3ccccc3C2)cc1)c1ccccc1
  6	0.9	·	-4	0.9	0.5	6	0.8	2.2	-0.4	23
COC(=O)c1c(NC(=O)C2CCCO2)sc2c1CCC2 (stereo unspecified)
  6	1	·	4	1	0.0	3	1	-1.4	-0.3	5
CC(C)c1nnc(NC(=O)CSc2nnc(-c3ccco3)o2)s1
  17	0.9	6	1	0.9	-0.6	-2	0.9	2.8	-0.3	7
COc1ccc(CNC(=O)CSc2n[nH]c(C)c2[N+](=O)[O-])cc1
  -10	1.1	0	29	1	0.1	5	1	2.8	-0.3	3
CC(=O)Nc1nnc(SCC(=O)NCC2CCCO2)s1 (stereo unspecified)
  2	1.1	-15	·	1.1	·	·	1.1	2.3	·	-9
O=C(NN=C1CCCC1)c1sc2ccccc2c1Cl
  -3	1	-7	1	1.2	-0.6	-4	0.9	1.4	-0.1	8
CC(C)(CSc1ccccn1)NS(=O)(=O)c1ccc(Cl)cc1
  12	0.9	11	22	0.8	-0.2	-2	0.9	-0.1	-0.7	14
CC(C)C(=O)Nc1ccc(-c2nc3ccccc3c(=O)o2)cc1
  18	1.1	12	-3	1.1	-0.3	-3	0.9	1.4	-0.2	14

Complete entries as entered above. Order of screens: G6PDH counter | PMI act satM6P | S1P3 antagonist | Lmaj promast | PMI activator | Redox H2O2 prof | TLR4 MyD88 comp | Diaphorase act | RAM network inh | Hsp70 activator | Diaph inh CS
`CC(C)(CSc1ccccn1)NS(=O)(=O)c1ccc(Cl)cc1` is listed as 12 | 0.9 | 11 | 22 | 0.8 | -0.2 | -2 | 0.9 | -0.1 | -0.7 | 14
`O=C(NN=C1CCCC1)c1sc2ccccc2c1Cl` is listed as -3 | 1 | -7 | 1 | 1.2 | -0.6 | -4 | 0.9 | 1.4 | -0.1 | 8
`CC(=O)Nc1nnc(SCC(=O)NCC2CCCO2)s1` (stereo unspecified) is listed as 2 | 1.1 | -15 | · | 1.1 | · | · | 1.1 | 2.3 | · | -9
`COc1cc2c(cc1OC)C(C)N(C(=O)c1cc3c(s1)-c1ccccc1OC3)CC2` (stereo unspecified) is listed as 17 | 0.9 | -4 | 8 | 0.9 | 2.0 | 11 | 0.9 | 4.4 | -0.1 | 14

Assay outcomes: PubChem, several laboratories
